Source: PubChem BioAssay
GSTO1 counter: counter-screen for RBBP9 inhibitors: inhibitors of human GSTO1; P78417; recombinant GSTO1, activity-based probe fluorescence polarization; inhibition, % at 5.96 µM; actives 1.1% (n = 300,000); AID 1974;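 active = inhibition above the campaign mean inhibition plus 3 SD, cut at about 35% in these data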;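 note: 0% = GSTO1-1 with DMSO and 100% = wells lacking GSTO1-1 enzyme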
Target sequence (P78417 whole entry, looked up): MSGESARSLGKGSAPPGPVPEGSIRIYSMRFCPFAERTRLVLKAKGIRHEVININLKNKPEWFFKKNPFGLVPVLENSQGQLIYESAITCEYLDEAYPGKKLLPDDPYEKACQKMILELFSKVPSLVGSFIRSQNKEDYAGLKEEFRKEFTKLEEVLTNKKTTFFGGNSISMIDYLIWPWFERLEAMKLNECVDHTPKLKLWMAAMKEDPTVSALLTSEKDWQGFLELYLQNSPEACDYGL
PAFAH2 FP inh: PAFAH2 (human) inhibition. inhibition, % at 3.39 µM. Q99487. recombinant PAFAH2, FP-rhodamine activity probe, fluorescence polarization. actives 0.99% (n = 340,000). AID 492956;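 active = inhibition above the mean over all tested compounds plus 3 SD, cut at about 30% in these data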;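 note: inhibitors block probe labeling of enzyme so polarization drops; 0% = enzyme with DMSO and 100% = wells lacking PAFAH2 protein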
LYPLA1 inh: counter-screen for PME1 inhibitors: inhibitors of human LYPLA1 | O75608 | AID 2174 | recombinant LYPLA1, FP-Rh probe fluorescence polarization | actives 0.16% (n = 320,000) | inhibition, % at 5.9 µM;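 active = inhibition above the mean of all tested compounds plus 3 SD, set per campaign, cut at about 14% in these data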;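 note: inhibitors block serine hydrolase probe labeling of LYPLA1 so polarization falls; 0% = enzyme with DMSO and 100% = wells lacking LYPLA1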
Target sequence (O75608 whole entry, looked up): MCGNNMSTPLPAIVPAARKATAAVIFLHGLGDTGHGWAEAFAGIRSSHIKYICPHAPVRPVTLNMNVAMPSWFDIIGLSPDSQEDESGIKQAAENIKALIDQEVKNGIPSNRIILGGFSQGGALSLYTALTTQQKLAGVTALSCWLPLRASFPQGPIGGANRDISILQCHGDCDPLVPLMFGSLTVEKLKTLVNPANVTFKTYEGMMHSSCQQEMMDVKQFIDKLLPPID
LYPLA2 counter: LYPLA2 (human) inhibition in PME1 counter-screen; O95372; recombinant LYPLA2, FP-Rh probe fluorescence polarization; inhibition, % at 5.9 µM; actives 0.38% (n = 320,000);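 active = inhibition above the screen-wide mean plus 3 SD, limit set per campaign, cut at about 26% in these data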;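 note: 0% = LYPLA2 with DMSO and 100% = wells lacking LYPLA2 enzyme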
EBNA-1 inh: blocks EBNA-1 binding to DNA; EBNA-1 DNA binding, fluorescence polarization; inhibition, % at 14.8 µM; actives 0.34% (n = 300,000); AID 1950; in the data active = inhibition above about 28%
ZTA DNA inh: counter-screen for EBNA-1 inhibitors: inhibitors of Epstein-Barr virus ZTA; P03206; ZTA-DNA binding, fluorescence polarization; inhibition, % at 11 µM; actives 0.15% (n = 320,000); AID 2234; in the data active = inhibition above about 33%
Target sequence (P03206 whole entry, looked up): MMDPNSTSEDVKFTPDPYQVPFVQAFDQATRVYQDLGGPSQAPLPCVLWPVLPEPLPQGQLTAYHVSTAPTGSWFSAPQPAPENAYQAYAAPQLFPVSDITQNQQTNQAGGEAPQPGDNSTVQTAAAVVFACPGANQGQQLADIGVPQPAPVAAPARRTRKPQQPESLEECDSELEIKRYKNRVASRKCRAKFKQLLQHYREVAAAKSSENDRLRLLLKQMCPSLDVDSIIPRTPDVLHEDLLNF
PAFAH1B3 FP inh: inhibitors of human PAFAH1B3; AID 492972; recombinant PAFAH1B3, FP-rhodamine probe, fluorescence polarization; Q15102; actives 0.28% (n = 340,000); inhibition, % at 3.39 µM;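 active = inhibition above the screen-wide average of all tested compounds plus 3 SD, cut at about 25% in these data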;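 note: 0% = enzyme with DMSO only and 100% = wells lacking PAFAH1B3 protein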
Target sequence (Q15102 whole entry, looked up): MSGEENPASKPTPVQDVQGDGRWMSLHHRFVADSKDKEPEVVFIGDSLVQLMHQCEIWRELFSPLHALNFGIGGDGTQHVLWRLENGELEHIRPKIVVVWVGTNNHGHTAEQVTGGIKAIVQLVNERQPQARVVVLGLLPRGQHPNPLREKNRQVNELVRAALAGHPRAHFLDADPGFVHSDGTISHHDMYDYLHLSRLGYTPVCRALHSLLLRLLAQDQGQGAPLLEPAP
PREPL inh: inhibits the human prolyl oligopeptidase-like enzyme. Q4J6C6. recombinant PREPL, fluorescence polarization activity-based probe. inhibition, % at 5.96 µM. actives 0.68% (n = 320,000). AID 2751; in the data active = inhibition above about 43%;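 note: 0% = enzyme with DMSO and 100% = wells lacking enzyme; many of its hits are not listed in these tables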
PAD4 inh: inhibitors of human PAD4. recombinant PAD4, RCA probe fluorescence polarization. AID 485272. actives 0.41% (n = 330,000). inhibition, % at 6.36 µM;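 active = percent inhibition above a cutoff equal to the mean of all tested compounds plus 3 SD, cut at about 15% in these data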;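 note: 0% = PAD4 with RCA probe and DMSO and 100% = probe without PAD4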
The depositor's hits bear a star; / = no result given.

SMILES	GSTO1 counter	PAFAH2 FP inh	LYPLA1 inh	LYPLA2 counter	EBNA-1 inh	ZTA DNA inh	PAFAH1B3 FP inh	PREPL inh	PAD4 inh
COc1cccc(NC(=O)CSc2nnc(-c3ccco3)c(-c3ccco3)n2)c1	50*	23	-8	-10	0	2	22	-1	4
O=C(NC(=S)Nc1ccc(C(F)(F)F)cc1)c1csnn1	0	1	0	0	6	4	-1	-2	-2
CC(Oc1ccccc1)c1ccnn1S(=O)(=O)c1ccccc1 (stereo not drawn)	2	-1	3	0	2	-4	3	9	-4
O=c1[nH]c(SCc2nc3ccccc3n2Cc2ccccc2)nc2ccccc12	-6	0	4	8	10	13	6	-5	3
C=CCN1C(=S)N[C@@H]2CS(=O)(=O)C[C@@H]21	6	/	0	4	6	11	/	5	4
CC(=O)Nc1nc2ccc(NC(=O)c3ccco3)cc2s1	0	-4	-6	-5	-8	3	-1	0	3
Cc1cccc(C)c1NC(=O)CN(C)C(=O)CCC(=O)N1CCOCC1	/	-2	/	/	/	/	12	10	0
Cc1cccc(Oc2ccc(NS(=O)(=O)c3ccc(C)c(C(=O)O)c3)cc2)c1	/	3	2	6	/	-3	6	4	-1
O=C(OCc1ccccc1F)c1ccc2c(c1)OCCO2	4	15	-3	-3	-4	4	0	10	-3
CCOC(=O)N/N=C/c1cn(Cc2ccc(F)cc2)c2ccccc12	2	-7	-1	4	-3	15	8	4	0
Cc1ccc(S(=O)(=O)NCC(=O)NCC(=O)N2CCN(c3ncccn3)CC2)cc1C	-6	13	4	-5	2	1	5	6	2
COc1cccc(NC(=O)CSc2nc(O)c(C)c(=O)n2-c2ccc(C)cc2)c1	5	-1	1	7	8	-8	3	0	0
c1ccc(CCNc2ccc3nncn3n2)cc1	0	2	-3	1	9	16	1	0	-3
CC1CCN(C(=O)C(NS(=O)(=O)c2cccc3nsnc23)c2ccccc2)CC1 (stereo not drawn)	-4	-4	-2	2	-6	10	-1	5	-1
O=C1COc2ccc(-c3csc(=Nc4ccc(OC(F)F)cc4)n3CC3CCCO3)cc2N1 (stereo not drawn)	6	8	-6	4	6	-7	6	46*	-2
Cc1ccc(C)c(N2CCN(C(=O)c3ccc4nsnc4c3)CC2)c1	3	-6	-2	-3	5	1	4	3	2
CC(C)N1C(=S)SC(C)(C)C1n1oc(=O)n(-c2ccc(Cl)c(Cl)c2)c1=O (stereo not drawn)	1	0	-8	-17	-17	-12	13	2	-6
COc1cccc(/C=N/NC(=O)CNC(=O)C(c2ccccc2)c2ccccc2)c1O	5	7	-1	2	1	8	18	4	-2
Cc1ccc(NC(=O)CSCC(=O)Nc2cccc(S(=O)(=O)N3CCCCCC3)c2)cc1	/	0	-9	-11	/	2	6	10	3
Cn1c(=O)c(=O)n(C)c2cc(S(=O)(=O)N3CCCC3C(=O)NCc3ccco3)ccc21 (stereo not drawn)	3	2	1	0	0	-12	7	6	-2
Cc1ccc(-c2nc(CS(=O)CC(=O)NCCN3CCCC3)c(C)o2)cc1 (stereo not drawn)	2	-4	5	0	-5	-1	0	-3	-6
CCC(C)[C@H](NC(=O)OC(C)(C)C)C(=O)N/N=C/c1cccc2nccnc12 (stereo partly drawn)	0	-5	1	5	-13	-4	10	10	0
Cc1cccc2sc(NC(=O)CCn3cccc3)nc12	6	-7	0	2	-5	7	5	-3	-7
O=C(Nc1c(F)cc(F)cc1Br)C1CCCO1 (stereo not drawn)	6	6	0	2	-8	4	3	5	1
CC(=O)NC1=NN(C(C)=O)C(c2sccc2C)S1 (stereo not drawn)	5	-1	2	-5	-8	10	12	-3	3
O=C(COC(=O)c1ccc(O)cc1)Nc1ccc(S(=O)(=O)N2CCCC2)cc1	/	-3	/	/	/	/	7	10	-4
Cc1c(CCC(=O)NCCCn2ccnc2)c(=O)oc2cc3occ(C(C)(C)C)c3cc12	-2	11	-3	2	-8	-7	4	8	1
COc1ccc2cc(CCNC(=O)C3CCCC3)c(=O)[nH]c2c1	0	-5	-1	-2	-4	7	4	3	2
Cc1ccc(NC(=O)COC(=O)CSC(=S)N2CCOCC2)cc1C	5	5	0	-4	-15	-8	5	13	-2
CCOC(=O)C(NC(=O)c1ccccc1)(N1CCCC1=O)C(F)(F)F (stereo not drawn)	0	-2	-2	5	4	-4	4	2	3
COc1ccc2oc3cc(C)[n+]([O-])c(-c4ccc(Br)cc4)c3c2c1	1	0	0	1	-1	2	2	-2	-1
CCS(=O)(=O)N1CCCC(C(=O)NCc2ccc(C)cc2)C1 (stereo not drawn)	3	-5	6	26	-5	7	8	2	1
CCOC(=O)c1ccc(NC2c3ccccc3C(=O)N2c2cccnc2)cc1 (stereo not drawn)	0	8	-2	-5	5	2	1	-11	1
O=C(/C=C/c1ccc2c(c1)OCO2)Nc1nc(-c2ccc(F)cc2)cs1	-2	/	-8	-16	1	-2	/	0	0
COc1ccc(N(C(=O)CNC(=O)c2ccco2)C(C(=O)NC2CCCC2)c2ccncc2)cc1 (stereo not drawn)	1	-4	-6	-11	-10	-3	0	-5	5
CC(=O)c1ccc(NC(=S)Nc2cccc3ccccc23)cc1	20	-2	-13	-9	3	5	9	19	3
NC(=O)COC(=O)c1cccc(S(=O)(=O)N2CCN(c3ccc(F)cc3)CC2)c1	2	0	2	0	-10	-4	-3	-36	-6
Cc1cccc(-n2ncc3c2CCCC3NC(=O)Cc2c(C)noc2C)c1C (stereo not drawn)	0	1	0	-1	-5	14	8	3	-1
CN(CC(=O)Nc1ccc(S(N)(=O)=O)cc1)c1ccccc1	0	-4	0	4	4	-13	7	10	-2
Cc1ccc(-n2c3c(c(O)c(-c4ccccc4)c2=O)C(=O)CC(C)(C)C3)cc1	15	-1	0	-2	-6	-14	3	13	-2
O=C(Nc1cccc2nsnc12)c1ccc(-c2ccc(Br)cc2)o1	5	1	-5	-9	4	13	0	10	-11
O=C(CN1C(=O)NC2(CCc3ccccc32)C1=O)c1ccc(F)c(F)c1 (stereo not drawn)	-3	-7	-1	-4	4	-5	0	6	-2
CC(NC(=O)COC(=O)c1cc(NS(=O)(=O)c2ccc(Cl)c([N+](=O)[O-])c2)ccc1O)C1CC2CCC1C2 (stereo not drawn)	46*	25	-4	-3	2	-5	4	25	1
CCc1ccc(S(=O)(=O)N/N=C\c2ccc3c(c2)OCO3)cc1	-5	8	0	7	2	8	14	-40	-6
O=C(c1cccs1)N1CCN(Cc2cccnc2)CC1	1	0	4	2	-11	-7	5	15	0
C/C(=N\NC(=O)C(N)=O)c1cccc(C(F)(F)F)c1	3	3	-2	2	-5	-1	7	-3	2
C/C(=N\OCC(=O)Nc1ccccc1C(=O)O)c1cccs1	-37	-6	1	-1	-2	8	4	-9	-2
COc1ccc(S(=O)(=O)N2CC=C(C(=O)Nc3ccc(NC(C)=O)cc3)CC2)cc1	3	4	-2	1	5	10	4	3	-1
COC(=O)C(NC(=O)C(C)NC(=O)OCc1ccccc1)C(C)C (stereo not drawn)	3	7	3	4	-10	-7	4	11	1
CCCc1nc2ccccc2n1C(=S)SC	14	4	1	1	1	13	5	-10	-3
NC(=O)c1ccccc1NC(=O)CCCc1ccccc1	1	3	2	7	0	-14	0	-10	2
CN(CCO)CCOCCOc1cccc2ccccc12	-5	-4	-3	0	2	18	1	-7	2
C=CCN(Cc1ccco1)S(=O)(=O)c1ccc(Cl)cc1	-2	-1	2	5	7	7	-2	-1	-3
Cc1nn(-c2ccccc2)c(C)c1C(=O)OCC(=O)N(C)C1CCS(=O)(=O)C1 (stereo not drawn)	11	-3	3	3	-7	-32	11	11	0
O=c1o[nH]c(-c2ccccc2)c1N=Nc1c(F)cccc1Cl	0	17	-5	-1	-1	23	5	-5	1
COc1cc(C2C(C#N)=C(C)NC3=C2C(=O)CC(C)(C)C3)ccc1OCCO (stereo not drawn)	3	2	-3	1	4	9	-4	6	1
CCOc1c(C)cnc2c1c(=O)n(Cc1cccc(Cl)c1)c(=O)n2C	-1	-1	-3	-1	3	4	12	16	1
CCOc1ncccc1C(=O)OCC(=O)Nc1c(C)cccc1C	-3	18	2	2	-2	-23	0	-1	-3
COC(=O)c1oc2ccccc2c1-n1cccc1	2	-7	-4	-5	0	8	4	0	0
Cc1cc2c(cc1S(=O)(=O)CCC(=O)N(C)Cc1ccccc1)OCC(=O)N2	1	3	-2	-5	10	2	-4	11	5
Fc1ccc(/C=N/Nc2nnnn2-c2ccccc2)cc1	1	4	-1	-5	1	-1	1	2	-2

Molecules from the list above with a halogen (18):
SMILES	GSTO1 counter	PAFAH2 FP inh	LYPLA1 inh	LYPLA2 counter	EBNA-1 inh	ZTA DNA inh	PAFAH1B3 FP inh	PREPL inh	PAD4 inh
O=C(NC(=S)Nc1ccc(C(F)(F)F)cc1)c1csnn1	0	1	0	0	6	4	-1	-2	-2
O=C(OCc1ccccc1F)c1ccc2c(c1)OCCO2	4	15	-3	-3	-4	4	0	10	-3
CCOC(=O)N/N=C/c1cn(Cc2ccc(F)cc2)c2ccccc12	2	-7	-1	4	-3	15	8	4	0
O=C1COc2ccc(-c3csc(=Nc4ccc(OC(F)F)cc4)n3CC3CCCO3)cc2N1 (stereo not drawn)	6	8	-6	4	6	-7	6	46*	-2
CC(C)N1C(=S)SC(C)(C)C1n1oc(=O)n(-c2ccc(Cl)c(Cl)c2)c1=O (stereo not drawn)	1	0	-8	-17	-17	-12	13	2	-6
O=C(Nc1c(F)cc(F)cc1Br)C1CCCO1 (stereo not drawn)	6	6	0	2	-8	4	3	5	1
CCOC(=O)C(NC(=O)c1ccccc1)(N1CCCC1=O)C(F)(F)F (stereo not drawn)	0	-2	-2	5	4	-4	4	2	3
COc1ccc2oc3cc(C)[n+]([O-])c(-c4ccc(Br)cc4)c3c2c1	1	0	0	1	-1	2	2	-2	-1
O=C(/C=C/c1ccc2c(c1)OCO2)Nc1nc(-c2ccc(F)cc2)cs1	-2	/	-8	-16	1	-2	/	0	0
NC(=O)COC(=O)c1cccc(S(=O)(=O)N2CCN(c3ccc(F)cc3)CC2)c1	2	0	2	0	-10	-4	-3	-36	-6
O=C(Nc1cccc2nsnc12)c1ccc(-c2ccc(Br)cc2)o1	5	1	-5	-9	4	13	0	10	-11
O=C(CN1C(=O)NC2(CCc3ccccc32)C1=O)c1ccc(F)c(F)c1 (stereo not drawn)	-3	-7	-1	-4	4	-5	0	6	-2
CC(NC(=O)COC(=O)c1cc(NS(=O)(=O)c2ccc(Cl)c([N+](=O)[O-])c2)ccc1O)C1CC2CCC1C2 (stereo not drawn)	46*	25	-4	-3	2	-5	4	25	1
C/C(=N\NC(=O)C(N)=O)c1cccc(C(F)(F)F)c1	3	3	-2	2	-5	-1	7	-3	2
C=CCN(Cc1ccco1)S(=O)(=O)c1ccc(Cl)cc1	-2	-1	2	5	7	7	-2	-1	-3
O=c1o[nH]c(-c2ccccc2)c1N=Nc1c(F)cccc1Cl	0	17	-5	-1	-1	23	5	-5	1
CCOc1c(C)cnc2c1c(=O)n(Cc1cccc(Cl)c1)c(=O)n2C	-1	-1	-3	-1	3	4	12	16	1
Fc1ccc(/C=N/Nc2nnnn2-c2ccccc2)cc1	1	4	-1	-5	1	-1	1	2	-2

Some of the compounds tested. The share of hits here may be higher or lower than overall.
